# TLR4 MyD88 blk = blocks binding of human TLR4 to MyD88; inhibition, % at 10 µM; O00206; AID 811; Cell-based TLR4-MyD88 binding inhibition assay; 0.06% of 16,000 active; in the data active = inhibition above about 45%
# S1P1 agonist = S1P1 (human) receptor agonism; AID 1044; activation, % at 4.5 µM; S1P1 agonist cell-based reporter assay; 1.5% of 16,000 active; P21453; in the data active = activation above about 80%
# PME-1 Maybridge = inhibitors of human PME-1 in Maybridge library | inhibition, % at 9 µM | Q9Y570 | 0.5% of 16,000 active | AID 2291 | recombinant PME-1, FP-Rh probe fluorescence polarization; in the data active = inhibition above about 30%
# Target sequence (Q9Y570 whole entry, looked up): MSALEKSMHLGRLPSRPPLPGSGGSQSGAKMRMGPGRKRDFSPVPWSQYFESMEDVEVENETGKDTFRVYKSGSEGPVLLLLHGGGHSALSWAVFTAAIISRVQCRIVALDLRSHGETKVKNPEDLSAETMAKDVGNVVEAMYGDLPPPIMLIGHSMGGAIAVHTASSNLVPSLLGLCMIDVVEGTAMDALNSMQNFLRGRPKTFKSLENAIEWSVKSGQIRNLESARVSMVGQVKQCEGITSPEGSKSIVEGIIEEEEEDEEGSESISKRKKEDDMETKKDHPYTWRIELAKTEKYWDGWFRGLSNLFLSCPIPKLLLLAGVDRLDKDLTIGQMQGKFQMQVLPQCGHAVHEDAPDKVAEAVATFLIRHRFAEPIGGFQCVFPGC
# luminol inh ctr = quenches luminol chemiluminescence in Nox1 counter-screen; HRP/luminol/H2O2 chemiluminescence counterscreen; inhibition, % at 6.7 µM; 0.4% of 16,000 active; note: reference of the scale not given here
# rat GALR2 ag = agonists of rat galanin receptor 2 (GALR2); activation, % at 10 µM; cell-based GALR2 agonist screen; O08726; 0.5% of 16,000 active; in the data active = activation above about 15%
# KOR antag MB = OPRK1 (human) antagonism, Maybridge screen; 0.4% of 16,000 active; inhibition, % at 9 µM; OPRK1 cells, antagonist mode, fluorescence readout; in the data active = inhibition above about 50%
# Target sequence (P41145 whole entry, looked up): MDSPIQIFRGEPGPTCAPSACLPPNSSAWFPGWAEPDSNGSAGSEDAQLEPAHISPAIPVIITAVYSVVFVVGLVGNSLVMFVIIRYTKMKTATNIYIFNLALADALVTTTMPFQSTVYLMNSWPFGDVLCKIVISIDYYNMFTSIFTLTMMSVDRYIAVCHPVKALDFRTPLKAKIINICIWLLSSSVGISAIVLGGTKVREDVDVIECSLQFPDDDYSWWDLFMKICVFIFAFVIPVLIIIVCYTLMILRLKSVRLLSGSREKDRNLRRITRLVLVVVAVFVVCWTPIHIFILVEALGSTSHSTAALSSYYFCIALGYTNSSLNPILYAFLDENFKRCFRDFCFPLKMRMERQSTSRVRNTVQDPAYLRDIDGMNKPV
# Nox1 inhibitor = human Nox1 inhibition; inhibition, % at 6.7 µM; Q9Y5S8; AID 1792; 0.81% of 16,000 active; HT29 cells, luminol chemiluminescence ROS
# NOTCH ag = NOTCH pathway agonism. NOTCH signaling luciferase reporter cells, luminescence. activation, % at 2.5 µM. 0.4% of 15,000 active. AID 434982; in the data active = activation above about 2.2%
# Active calls of the source: *; nt = not tested or not shown. Cut-off read from the data, not from the text of the source, unless noted: active = inhibition above about 75%; inactive = the rest. Hits appear at their usual frequency. Share with any hit: about 4.4%.
# Start of the data: the first 18 entries as a preview:
SMILES,TLR4 MyD88 blk,S1P1 agonist,PME-1 Maybridge,luminol inh ctr,rat GALR2 ag,KOR antag MB,Nox1 inhibitor,NOTCH ag
COCOc1ccc(C(=O)O)cc1OC,3,-20,0,3,-5,20,-39,-0.6
CC(C)(CC(=O)O)CC(=O)NCc1csc2ccc(Cl)cc12,-3,-6,-2,-1,-4,-11,-10,-0.1
O=c1[nH][nH]c(=S)n1-c1cccc(Cl)c1,3,7,3,18,-4,15,74,1.0
C=CCSc1nnc(-c2ccc(C(F)(F)F)nc2C)o1,3,6,4,-5,-2,13,20,-0.1
CSc1nnc(-c2ccc(S(=O)(=O)n3nc(C)c(Br)c3C)s2)n1C,-7,1,6,-5,-7,15,1,-0.5
Cc1csc(NC(=O)c2ccco2)c1C(=O)c1ccccc1,-4,-32,0,5,0,-12,-42,-0.8
O=C(OCc1ccc(C#Cc2ccccc2)s1)c1cccs1,-16,5,-3,-6,-6,0,19,nt
O=C(NCCc1c[nH]c2ccccc12)Nc1ccc(Cl)cc1,1,8,4,0,-5,-12,-116,-0.8
CNC(=O)c1ccccc1S(=O)c1ccc(Cl)cc1C(=O)O (stereo unspecified),1,28,10,-5,-5,7,-6,-0.7
N#CC(C#N)=Cc1c(-c2ccccc2)nc2n1CCS2,nt,-5,3,3,-7,12,-36,-0.1
O=C(NC(=O)c1ccc(Oc2ccc(Cl)cc2)nc1)Nc1ccc(Cl)cc1,15,-13,-8,2,-2,6,-57,-1.0
Cc1ccc2nc(-c3ccc(NC(=O)c4ccccc4)cc3)sc2c1,-1,10,-14,-2,-4,8,12,-0.3
CC(=O)N1CCc2cc(NC(=O)c3sc4ccccc4c3Cl)ccc21,5,11,-20,3,12,36,-17,-0.7
CC1c2ccsc2CCN1C(=S)NC(=O)c1cccs1 (stereo unspecified),-3,-11,4,12,-4,4,-8,0.4
C=C1SC(Nc2ccc(C(=O)OCC)cc2)=NC1(CC)CC,-2,-14,0,-2,-8,-2,-5,-5.3
Cc1nn(-c2ccccc2)cc1/C=N/NC(=O)c1cccs1,-4,-13,0,-3,-3,-16,20,-0.5
Cc1nn(-c2ccccc2)nc1C(=O)N1CCCc2ccccc21,nt,0,2,-2,-8,16,-38,0.0
CN(C1CC2C=CC1C2)S(=O)(=O)c1cc(Cl)sc1Cl (stereo unspecified),-5,19,4,-2,-7,-16,-18,-0.2

# All compounds of this part, previewed entries included:
SMILES,TLR4 MyD88 blk,S1P1 agonist,PME-1 Maybridge,luminol inh ctr,rat GALR2 ag,KOR antag MB,Nox1 inhibitor,NOTCH ag
COCOc1ccc(C(=O)O)cc1OC,3,-20,0,3,-5,20,-39,-0.6
CC(C)(CC(=O)O)CC(=O)NCc1csc2ccc(Cl)cc12,-3,-6,-2,-1,-4,-11,-10,-0.1
O=c1[nH][nH]c(=S)n1-c1cccc(Cl)c1,3,7,3,18,-4,15,74,1.0
C=CCSc1nnc(-c2ccc(C(F)(F)F)nc2C)o1,3,6,4,-5,-2,13,20,-0.1
CSc1nnc(-c2ccc(S(=O)(=O)n3nc(C)c(Br)c3C)s2)n1C,-7,1,6,-5,-7,15,1,-0.5
Cc1csc(NC(=O)c2ccco2)c1C(=O)c1ccccc1,-4,-32,0,5,0,-12,-42,-0.8
O=C(OCc1ccc(C#Cc2ccccc2)s1)c1cccs1,-16,5,-3,-6,-6,0,19,nt
O=C(NCCc1c[nH]c2ccccc12)Nc1ccc(Cl)cc1,1,8,4,0,-5,-12,-116,-0.8
CNC(=O)c1ccccc1S(=O)c1ccc(Cl)cc1C(=O)O (stereo unspecified),1,28,10,-5,-5,7,-6,-0.7
N#CC(C#N)=Cc1c(-c2ccccc2)nc2n1CCS2,nt,-5,3,3,-7,12,-36,-0.1
O=C(NC(=O)c1ccc(Oc2ccc(Cl)cc2)nc1)Nc1ccc(Cl)cc1,15,-13,-8,2,-2,6,-57,-1.0
Cc1ccc2nc(-c3ccc(NC(=O)c4ccccc4)cc3)sc2c1,-1,10,-14,-2,-4,8,12,-0.3
CC(=O)N1CCc2cc(NC(=O)c3sc4ccccc4c3Cl)ccc21,5,11,-20,3,12,36,-17,-0.7
CC1c2ccsc2CCN1C(=S)NC(=O)c1cccs1 (stereo unspecified),-3,-11,4,12,-4,4,-8,0.4
C=C1SC(Nc2ccc(C(=O)OCC)cc2)=NC1(CC)CC,-2,-14,0,-2,-8,-2,-5,-5.3
Cc1nn(-c2ccccc2)cc1/C=N/NC(=O)c1cccs1,-4,-13,0,-3,-3,-16,20,-0.5
Cc1nn(-c2ccccc2)nc1C(=O)N1CCCc2ccccc21,nt,0,2,-2,-8,16,-38,0.0
CN(C1CC2C=CC1C2)S(=O)(=O)c1cc(Cl)sc1Cl (stereo unspecified),-5,19,4,-2,-7,-16,-18,-0.2
CO/N=C(/C)c1ccc2c(c1)CCO2,6,-17,5,0,-5,11,-24,-0.1
CCCc1c(C(=O)NCc2ccc3c(c2)OCO3)cnn1-c1ccccc1,-7,-5,-5,0,-5,-3,-22,0.2
CCOC(=O)CNc1ccc(C(F)(F)F)cc1,-5,5,-2,-1,61*,-1,-2,0.2
CC(=O)N1c2ccccc2C=Cc2ccccc21,3,9,-1,3,-6,6,-79,-5.4
O=C(c1cc(C(F)(F)F)cc(C(F)(F)F)c1)N1CCc2cc([N+](=O)[O-])ccc21,-9,18,5,-7,2,-4,-5,0.1
O=C(c1ccc2c(c1)C(=O)c1ccccc1-2)c1ccccc1Br,1,13,3,-6,-7,0,-1,-0.6
COc1ccc(Br)c(-c2nc(CS(=O)(=O)c3ccsc3)no2)c1,6,8,9,4,-6,-6,-29,-0.1
CSc1cccc(N/C(=N\S(=O)(=O)c2ccccc2)SCC(=O)O)c1,2,16,6,8,-5,-11,19,-0.4
O=C(NCCc1ccncc1)NC(=O)c1c(Cl)cccc1Cl,-5,-12,1,-1,-2,8,-75,-0.2
COC(=O)c1c(C)oc(C)c1S(=O)(=O)NN(C)c1ccc([N+](=O)[O-])cn1,4,-3,-1,14,-10,4,-24,-0.7
CCOC(=O)c1cnn(-c2c([N+](=O)[O-])c(C)nn2C)c1N,6,-2,3,-3,-6,24,-49,-0.5
CCOC(=O)C1=C(C)N(Cc2ccccc2)C(=O)C1CC(=O)O (stereo unspecified),-7,0,2,2,-4,-2,-55,-0.6
Cc1ccc(CC(=S)N2CCOCC2)cn1,-13,-19,2,-7,-7,-4,0,-0.9
N#CCC(=O)NCC1CCCO1 (stereo unspecified),-2,5,-2,-2,-4,21,-62,-0.4
Cc1cc(C)c(C(=O)N2CCOCC2)c(CC(C)(C)C(=O)O)c1,-14,1,3,-1,-7,11,16,-0.5
FC(F)(F)c1ccc(Cl)c(NC(=S)N/N=C/c2ccccc2Cl)c1,2,-2,2,0,-6,3,-44,-0.7
CC(C)(C)c1cc(C(=O)/C(C#N)=N/Nc2cccc(Cl)c2)no1,-17,108*,9,-4,-3,1,13,-0.3
Cc1ccc(-c2ccc(C)cc2[N+](=O)[O-])c([N+](=O)[O-])c1,-3,51,7,-6,-9,0,-9,-0.8
CCOC(=O)c1ncoc1-c1ccco1,11,-2,3,-4,-7,10,-40,0.1
O=C(Cn1nnc(COc2ccccc2Cl)n1)NNC(=O)Nc1ccc(Cl)cc1,-11,-13,0,55,-5,-2,-11,-0.7
O=C(Nc1ccc(OC(F)(F)F)cc1)OCCSCC1COc2ccccc2O1 (stereo unspecified),1,-6,-39,0,-4,0,-22,-0.2
COc1cc(C(F)(F)F)cc(C(F)(F)F)c1C(=O)O,-2,-7,3,-6,-6,-16,9,0.2

# rat GALR2 ag: hit marks shown above.
molecule | TLR4 MyD88 blk | S1P1 agonist | PME-1 Maybridge | rat GALR2 ag | KOR antag MB | Nox1 inhibitor | NOTCH ag
CCOC(=O)CNc1ccc(C(F)(F)F)cc1 | -5 | 5 | -2 | 61* | -1 | -2 | 0.2

# The results go on:
SMILES,TLR4 MyD88 blk,S1P1 agonist,PME-1 Maybridge,luminol inh ctr,rat GALR2 ag,KOR antag MB,Nox1 inhibitor,NOTCH ag
Cc1ccc(C(=O)/C=C/Sc2ccc(Cl)cc2)cc1,2,4,-5,2,-5,7,-2,-1.2
COc1cc2c(cc1OC)C(c1ccccc1N)=NCC2,-5,-2,6,-5,-4,16,-1,-1.2
CN(C)c1cc(-c2cc(Cl)sc2Cl)oc(=O)c1Cl,-5,-12,3,-6,-4,-5,21,-0.2
CCOC(=O)c1cn[nH]c1NC(=S)Nc1cccc(C(F)(F)F)c1,21,41,-53,9,-7,83*,2,-0.6
O=C1NC(=S)S/C1=C/c1ccccc1C(=O)O,7,-10,2,0,-4,12,-36,-0.1
COC(=O)c1cc(OCC(F)(F)F)ccc1OCC(F)(F)F,-6,-9,2,-2,-6,17,-15,-0.6
O=S(=O)(N/N=C/c1cccnc1)c1ccc(Cl)c(Cl)c1,2,-11,-1,9,-5,8,-38,-0.8
CC(C)(C)c1cccc(C2(O)C(=O)c3ccccc3C2=O)c1O,-8,0,3,-5,-9,29,20,-0.5
S=c1nc(-c2ccccc2)n(-c2ccccc2)[nH]1,2,-4,1,2,-5,18,-7,0.0
O=c1[nH]c2ccccc2c(=O)n1CCSc1ccc(Cl)cc1,-9,-21,-1,-7,-2,-13,-19,-0.7
Cc1nn(-c2ccccc2)nc1-c1nnc(-c2ccccc2)o1,8,1,6,-4,-5,14,22,-0.5
O=C(NCc1ccc(-c2cccs2)s1)c1ccc(Cl)cc1,2,-19,3,0,-6,-20,-35,-0.9
O=C(Oc1cc(=O)n(-c2ccccc2)c2ccccc12)c1ccccc1,1,-15,0,13,-10,-5,-22,nt
CC(C)n1c(SCC(=O)Nc2ccc(Cl)cc2)nc2cc(Cl)ccc21,-6,-15,-37,2,-8,0,-63,-0.3
CCOC(=O)Cc1csc(NC(=O)COCC(=O)O)n1,-1,-6,2,-6,-4,8,0,-0.6
NC1(C(=O)O)CCSCC1,-5,14,-1,-1,-9,-3,42,-0.7
O=S(=O)(NCCc1ccccn1)c1cc(S(=O)(=O)c2ccccc2)cs1,-6,16,2,2,-3,-2,-57,-0.2
Cc1ccc(C(=O)NNc2ncnc3cc(C(C)(C)C)sc23)cc1,-2,4,4,-2,-2,-4,73,-0.4
c1cc2nncn2nc1N1CCOCC1,1,-2,6,-2,-5,1,-111,-0.6
COc1ccc(/C(C)=N/OCc2cccc(C(=O)O)c2)cc1OC,1,3,5,-6,-4,-5,11,0.3
COc1cccc(Cc2nnc(-c3ccc4c(c3)OCO4)o2)c1,14,-10,0,2,-7,-8,-7,0.0
C=Cc1c(S(C)(=O)=O)sc(C(=O)NC)c1C,5,-13,-1,-2,-5,0,-49,-0.5
Cc1csc(C(=O)NN)c1,0,-13,5,3,-8,3,-14,0.0
Cn1nccc1NC(=O)CN(CC(=O)O)Cc1ccccc1,1,-4,9,-1,-8,-12,-44,-0.1
O=C1c2ccccc2N(Cc2ccccc2)C(=O)C1(Cl)Cl,0,13,-1,2,-6,-66,14,-0.7
O=C(O)COCC(=O)NNc1c(Cl)cncc1Cl,5,0,1,6,-8,-16,17,-0.1
COC(=O)c1sc(-c2ccc(Cl)cc2)cc1NC(=O)Nc1cccc(OC)c1,-2,7,-4,-2,-5,28,-40,-0.2
O=C(O)CCCCCN1CCN(c2ccccc2)CC1,1,3,4,-3,-2,13,26,-0.2
COC(=O)c1ccc(S(=O)(=O)N2CCC(C(N)=O)CC2)n1C,-1,-9,1,1,-8,5,16,-0.4
O=C(CSc1n[nH]c(=O)n1-c1ccc2c(c1)OCCO2)c1csc2ccccc12,-13,-7,4,-5,-4,-5,-10,-0.2
Cc1csc2ncnc(Sc3ccccc3N)c12,-4,-7,-1,-5,-5,9,24,-0.8
O=C(Nc1ccc(OC(F)F)cc1)Nc1coc(-c2ccccc2)c1,-6,-16,-5,2,-5,10,-50,-0.1
CC(=O)C1=NN(c2ccccc2)/C(=C2\C(=O)N(c3ccccc3)N=C2C)S1,1,-15,2,2,-2,-8,-25,0.1
Cc1noc(-c2cccs2)c1C(=O)NN,-6,-27,-1,10,-2,12,-68,-0.2
Brc1ccc2[nH]c3c(c2c1)CCC3,3,7,8,7,-13,-19,-48,nt

# Compound activity as filed in PubChem.
